High-throughput results from PubChem BioAssay.
D3 antag – qHTS of D3 Dopamine Receptor Antagonist: qHTS | D3R cells, DiscoveRx beta-arrestin luminescence, antagonist mode; stronger effect = lower value | 360,000 compounds, 2.5% hits | max response, negative = inhibition, % | AID 652054, 2013; in the data active = max response below about -50%; inconclusive = no clear call, values can overlap the other calls; also: % is scaled to controls: 0 for no effect and ±100 for the full control effect; mostly tested at two doses, the higher about 12 µM
Target sequence (P35462 whole entry, looked up): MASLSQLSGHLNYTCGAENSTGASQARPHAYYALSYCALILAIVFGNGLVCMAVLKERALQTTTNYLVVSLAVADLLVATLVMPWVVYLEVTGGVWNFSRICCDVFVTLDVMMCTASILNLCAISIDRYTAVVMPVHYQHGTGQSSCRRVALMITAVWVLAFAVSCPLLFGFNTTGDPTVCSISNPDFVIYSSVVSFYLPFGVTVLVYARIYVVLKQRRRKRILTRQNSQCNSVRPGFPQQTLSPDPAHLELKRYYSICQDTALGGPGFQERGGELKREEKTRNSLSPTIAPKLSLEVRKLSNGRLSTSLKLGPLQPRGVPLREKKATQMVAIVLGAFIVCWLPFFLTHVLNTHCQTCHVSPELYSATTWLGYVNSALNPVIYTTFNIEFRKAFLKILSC
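Cells expressing the human receptor were seeded at 1500 cells/well, incubated overnight at 37 degrees C in 5% CO2, then exposed to library compounds with dopamine controls for 90 minutes at 37 degrees C before luminescent detection.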
GLP1R ag – qHTS of GLP-1 Receptor Agonists; Glucagon-like peptide 1 receptor (Homo sapiens), P43220; HEK293 GLP-1R CRE-luciferase, luminescence, 4-6 h; cells express a hypersensitive GLP-1R form; Potency, µM (highest dose often 45.6 µM), for the others: at the highest dose activation, actives largely listed as activators; 380,000 compounds, 0.007% hits; AID 624172, 2012; also: potency is read from the fitted curve at half-maximal effect; % of control where 0% means no effect
Abeta yeast res – qHTS for compounds that reverse cellular toxicity of Amyloid beta (A-beta) peptide in yeast: Primary Screen; Potency, µM (highest dose often 46.1 µM), for inactives: at the top dose growth rescue, actives largely listed as activators; yeast expressing A-beta42, growth rescue, OD600, 48 h; response scale: 0% DMSO, 100% iron-clioquinol control; 410,000 compounds, 0.063% hits; also: potency is read from the fitted curve at half-maximal effect; nearly all actives have a fitted effect of over 55% in size
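Yeast A-beta toxicity model in growth medium with pinned compounds, 48 h at 30 C; growth read as absorbance at 600 nm. Normalized to FeCl3/clioquinol equimolar mix (positive) and DMSO (negative).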
PTHR1 agonist – qHTS for PTHR1 Agonists: Primary Screen | HEK293 GP2 PTHR1 cells, GloSensor cAMP luminescence, 1 h | Potency, µM (top dose mostly 115 µM), inactives show at the highest dose activation, most hits filed as activators | 410,000 compounds, 0.075% hits; also: potency is read from the fitted curve at half-maximal effect; nearly all actives have a fitted effect of over 55% in size; some results filed as inactive show a strong effect at the top dose; inactives centre near -15; many of its hits are not listed in these tables
Target sequence (Q03431 whole entry, looked up): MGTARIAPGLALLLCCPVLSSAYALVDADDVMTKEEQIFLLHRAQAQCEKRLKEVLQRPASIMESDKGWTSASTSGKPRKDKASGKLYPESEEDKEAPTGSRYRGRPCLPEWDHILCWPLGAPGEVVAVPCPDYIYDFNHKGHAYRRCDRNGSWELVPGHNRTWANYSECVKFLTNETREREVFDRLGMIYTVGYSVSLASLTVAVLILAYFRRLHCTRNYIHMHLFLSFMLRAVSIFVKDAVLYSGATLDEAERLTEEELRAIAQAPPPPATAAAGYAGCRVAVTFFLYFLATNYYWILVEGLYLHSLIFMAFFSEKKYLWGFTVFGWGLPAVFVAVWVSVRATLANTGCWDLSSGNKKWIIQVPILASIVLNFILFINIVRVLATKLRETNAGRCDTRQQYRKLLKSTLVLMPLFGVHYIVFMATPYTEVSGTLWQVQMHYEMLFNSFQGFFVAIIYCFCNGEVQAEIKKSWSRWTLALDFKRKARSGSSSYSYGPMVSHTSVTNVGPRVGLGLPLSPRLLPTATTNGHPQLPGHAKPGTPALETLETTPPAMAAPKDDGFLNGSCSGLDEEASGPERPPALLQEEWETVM
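HEK-293-derived GP2 cells expressing PTHR1 and a GloSensor cAMP reporter, 3,000/well, plated overnight, given luciferin plus IBMX (each 0.5 mM as added) for 1 h at 37 °C, then compound for 1 h at 37 °C. Luminescence was read after 15 min at room temperature.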
aSyn yeast inh – qHTS of alpha-syn Inhibitors | Potency, µM (series often up to 46.1 µM), for inactives: at the highest dose growth rescue (activation), actives largely listed as activators | Yeast expressing alpha-synuclein, growth rescue, BacTiter-Glo, 24 h | 370,000 compounds, 0.14% hits; also: potency is read from the fitted curve at half-maximal effect; % of control where 0% means no effect; nearly all actives have a fitted effect of over 65% in size
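Readout is rescue of growth in alpha-synuclein-expressing yeast, so inhibitors of toxicity appear as activators. Growth after 24 hr at 30 deg C in galactose medium is quantified by luminescence.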
TDP-43 yeast inh – qHTS of TDP-43 Inhibitors. 410,000 compounds, 1.8% hits. AID 652104, 2013. TDP-43 expressing yeast growth rescue, BacTiter-Glo, 24 h. Potency, µM (top dose mostly 46.1 µM), for inactives: top-dose growth rescue (activation), usual class: activators; also: potency is read from the fitted curve at half-maximal effect; % of control where 0% means no effect; nearly all actives have a fitted effect of over 50% in size
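Yeast expressing TDP-43 (pregrown in raffinose, seeded at OD600=0.02 in galactose medium) exposed to compounds 24 hr at 30 deg C. Growth read by BacTiter-Glo luminescence; rescue of toxicity appears as increased signal.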
Akt phos inh – HTS Assay for Inhibitors of Akt Phophorylation: Primary Screen | Neuro2A IGF-stimulated pAkt S473 HTRF, 20 min; stronger effect = lower value | activity change, % for hits at 50 µM | 360,000 compounds, 0.32% hits | AID 651550, 2012; in the data active = activity change below about -80%; inconclusive = mostly about -51% to -80%; also: % is scaled to controls: 0 for no effect and ±100 for the full control effect
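Neuro2A cells in DMEM with 0.5% FBS, overnight at 37 deg C, given compound at single 50 µM final, then IGF (6 nM final) for 20 min at 37 deg C. Lysed; phospho-Akt Ser473 by HTRF after 24 h, 665/615 ratio.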
GLP-1R inv ag – qHTS of GLP-1 Receptor Inverse Agonists (Inhibition Mode); Glucagon-like peptide 1 receptor (Homo sapiens), P43220; HEK293 GLP-1R CRE-luciferase, luminescence, 24 h; GLP-1R form is constitutively active; Potency, µM (highest dose often 38.3 µM), for inactives: at the highest dose activity change, negative = inhibition, most hits filed as inhibitors; 410,000 compounds, 1.6% hits; also: potency is read from the fitted curve at half-maximal effect; % is scaled to controls: 0 for no effect and ±100 for the full control effect; nearly all actives have a fitted effect of over 55% in size
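Seeding at 200 cells/uL, 12 h culture, 24 hr compound treatment, then luciferase reagent and a luminescence read; cells are HEK293 stably expressing a constitutively active GLP-1R plus cAMP-responsive luciferase.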
FUS yeast rescue – qHTS for Suppressors of FUS Proteinopathy: Primary screen using FUS-linked yeast assay; S. cerevisiae FUS-expressing, growth rescue, OD600, 24 h; Potency, µM (highest dose often 76.6 µM), for inactives: at the top dose growth rescue (activation), actives largely listed as activators; 390,000 compounds, 0.24% hits;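 also: potency is read from the fitted curve at half-maximal effect; plate controls were DMSO vehicle for no effect and reference control for full effect; nearly all actives have a fitted effect of over 55% in size; some results filed as inactive show a strong effect at the top dose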
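Yeast expressing FUS under galactose induction, OD 0.005 in 2% galactose medium; compounds in a dilution series, 24 h at 30C. Growth rescue by absorbance at 600 nm; CP55940 positive control, DMSO negative.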
Active calls of the source: *; i = inactive; u = inconclusive; x = not tested or not shown; [ ] = remark or other dose. Unless noted, calls follow the shape of the dose curve; as a rule, active = well fitted curve in the direction sought with a large enough effect; inconclusive = small, poorly fitted or top-dose-only effect, or another doubt; inactive = no such curve, though single readings can be large; an effect the other way counts as inactive or inconclusive. Not all compounds are listed, so the mix of outcomes need not match the whole.

SMILES	D3 antag	GLP1R ag	Abeta yeast res	PTHR1 agonist	aSyn yeast inh	TDP-43 yeast inh	Akt phos inh	GLP-1R inv ag	FUS yeast rescue
NC(=O)c1ccccc1NC(=O)/C=C/C(=O)O	11	2%	-1%	i	2%	-14%	i	7%	3%
O=C(CSc1n[nH]c(=O)[nH]c1=O)N/N=C/c1ccccc1O	13	-6%	25%	i	4%	14%	i	3%	8%
C=CCSc1nnc(NC(=O)c2ccc(S(=O)(=O)NCC3CCCO3)cc2)s1 (configuration not stated)	-4	5%	11%	i	6%	-8%	i	0%	23%
CCOC(=O)C1=C(N)n2c(s/c(=C\c3ccco3)c2=O)=C(C(=O)OCC)C1c1ccco1 (configuration not stated)	-10	-1%	9%	i	15%	-6%	i	0%	u
COc1ccc(-c2cc(NC=O)c3ncc(-c4ccc(C(C)=O)cc4)n3c2)cc1OC	20	u	9%	-19%	-7%	0%	i	u	u
O=C(COC(=O)CCC(=O)c1ccc(F)cc1)NCc1ccco1	-7	-4%	20%	-52%[inhibitor]	2%	7%	i	4%	-9%
Cc1cc(-n2ccnc2)n2c(nc3ccccc32)c1C#N	-3	2%	6%	-11%[57.5 µM]	-2%	-16%	i	10%	13%
CCCc1cc(=O)[nH]c(SCC(=O)Nc2ccc3c(c2)CCC3)n1	-7	7%	-6%	i	4%	-2%	i	-2%	1%
CCCSCCCNC(=O)c1ccc2c(c1)nc1n2CCCCC1	x	x	2%	-9%	x	3%	x	17%	15%
COc1ccc2ncc3c(-c4ccc(C)c(C)c4)nn(CC(=O)NC4CCCC4)c3c2c1	x	x	-4%	i	x	16%	x	11%	-9%
O=C(NC1CC2CCC1C2)c1ccco1 (configuration not stated)	-16	10%	-14%	i	-9%	-22%	i	9%	15%
Cc1ccc(C)c(NC(=O)CSc2nc(N)c(NC(=O)c3cccs3)c(=O)[nH]2)c1	-23	-6%	0%	-22%	4%	0%	i	-5%	-15%
COc1ccc(CN(C)CC(=O)Nc2ccccc2C(F)(F)F)cc1	2	8%	-12%	-30%	2%	4%	i	u	7%
Cc1ccc(NC(=O)CN2C(=O)N/C(=C\c3cccn3-c3cccc(C(=O)O)c3)C2=O)cc1	11	-4%	1%	-6%	3%	15%	i	0%	u
COc1ccc(-c2ccc(NS(=O)(=O)c3cccc(C)c3)cc2)nn1	x	x	-6%	i	x	0%	x	5%	6%
Cc1cc(C(=O)CSc2nc(N)cc(=O)[nH]2)ccc1F	12	-8%	9%	-1%	5%	9%	i	u	-16%
Cc1cccc(/N=C/c2ccccn2)n1	4	-5%	7%	i	3%	3%	i	17%	0%
O=C(c1ccc(-n2ccnc2)cc1)N1CCCC(CO)(Cc2cccc(Cl)c2)C1 (configuration not stated)	7	7%	3%	-34%[inhibitor]	-2%	1%	x	8%	-1%
COc1ccc(S(=O)(=O)NC(C)C(=O)NCc2ccco2)cc1OC (configuration not stated)	-18	6%	-7%	i	2%	-23%	i	3%	16%
CN1CCN(c2ccccc2NC(=O)c2ccc([N+](=O)[O-])cc2Cl)CC1	-6	2%	0%	i	-8%	x	i	-14%	26%
O=C(CSc1ccccc1C(=O)NCCCN1CCCC1=O)NCc1ccco1	-24	3%	-13%	-20%	-3%	-12%	i	1%	-10%
COc1ccc(OC)c(NC(=O)CSc2nc3ccccc3c(=O)n2CC2CCCO2)c1 (configuration not stated)	15	u	8%	i	-4%	0%	i	86%[activator]	9%
Cc1cc(F)ccc1N1CCC(N2CCN(C(C)C)C(CCO)C2)CC1 (configuration not stated)	-53*	5%	-23%	i	-3%	-13%	i	-13%	x
NC(=S)NN=C1c2cc(S(=O)(=O)N3CCOCC3)ccc2-c2ccc(S(=O)(=O)N3CCOCC3)cc21	-9	12%	0%	-7%	3%	-6%	i	49%[activator]	-1%
CC(O)CNc1nc2c(c(=O)n(Cc3ccccc3)c(=O)n2C)n1C (configuration not stated)	0	9%	-20%	i	-3%	-23%	i	7%	23%

Taken from the entries so far (3 entries):
SMILES	D3 antag	GLP1R ag	Abeta yeast res	PTHR1 agonist	aSyn yeast inh	TDP-43 yeast inh	Akt phos inh	GLP-1R inv ag	FUS yeast rescue
Cc1cc(F)ccc1N1CCC(N2CCN(C(C)C)C(CCO)C2)CC1 (configuration not stated)	-53*	5%	-23%	i	-3%	-13%	i	-13%	x
NC(=S)NN=C1c2cc(S(=O)(=O)N3CCOCC3)ccc2-c2ccc(S(=O)(=O)N3CCOCC3)cc21	-9	12%	0%	-7%	3%	-6%	i	49%[activator]	-1%
CC(O)CNc1nc2c(c(=O)n(Cc3ccccc3)c(=O)n2C)n1C (configuration not stated)	0	9%	-20%	i	-3%	-23%	i	7%	23%

(continued)
SMILES	D3 antag	GLP1R ag	Abeta yeast res	PTHR1 agonist	aSyn yeast inh	TDP-43 yeast inh	Akt phos inh	GLP-1R inv ag	FUS yeast rescue
COCCCNC(=O)c1cc(C)nn1-c1ccccc1	6	-3%	-3%	i	-1%	-15%	i	15%	-12%
CCN(c1ccccc1)S(=O)(=O)c1ccc(C(=O)N2CCCC(C(F)(F)F)C2)cc1 (configuration not stated)	-23	-1%	-19%	-5%	-4%	-13%	i	u	30%
NC(=O)CC1NC(=O)c2ccccc21 (configuration not stated)	-17	-5%	-4%	-2%	-1%	13%	i	-1%	-10%
CC(C)(C)n1nnnc1C(c1cccs1)N1CCN(Cc2ccccc2)CC1 (configuration not stated)	-26	3%	-12%	i	-1%	-14%	i	0%	-6%
CC(C)(C)OC(=O)N1CCC[C@H]1c1nnc(SCc2cccc(Cl)c2)o1	-12	17%	-17%	-4%	4%	1%	i	u	30%
Clc1ccc(Cn2nc(-c3ccccc3)nc2-c2ccccc2)cc1	12	0%	4%	-31%[inhibitor]	6%	4%	i	7.9µM*	x
O=C(CSc1nnc(-c2ccccc2)n1-c1ccc(Cl)cc1)N/N=C/c1ccco1	-11	0%	26%	-23%	0%	-11%	i	u	x
O=C(/C=C/c1ccccc1)NC(=O)c1ccccc1O	-11	-4%	-5%	-91%[inhibitor]	-11%	8%	i	17%	-5%
COc1ccc(C(O)c2ncc(-c3ccccc3)[nH]2)c(OC)c1 (configuration not stated)	16	-4%	-13%	i	-8%	9%	i	24%	3%
O=C(CC1NCCNC1=O)Nc1cc(Cl)cc(Cl)c1 (configuration not stated)	21	1%	-1%	i	-1%	5%	i	3%	20%
O=C(NCc1ccco1)C1CCCCN1S(=O)(=O)c1ccc(F)cc1 (configuration not stated)	16	-11%	11%	i	2%	14%	i	6%	10%
COc1ccc(-n2cnnc2SC(C)C(=O)Nc2cccc([N+](=O)[O-])c2)cc1 (configuration not stated)	-9	5%	8%	i	1%	19%	i	19%	x
CCC(NS(=O)(=O)c1cn(C)nc1C)c1ccccc1 (configuration not stated)	12	6%	-14%	-17%	-1%	17%[9.22 µM]	i	u	-20%
COCCCNC(=O)c1cnc2c(-c3ccc(F)cc3)c(C)nn2c1C	x	x	-27%	i	x	3%	x	1%	-8%
CCOc1ccc(-c2cc(C(=O)N3CCC(C)CC3)c3ccccc3n2)cc1	-4	12%	0%	-12%	-14%	27%	i	-5%	12%
COc1ccc(NC(=O)c2ccc(NC(=O)c3ccncc3)cc2)cc1	-2	3%	-14%	i	-2%	-14%	i	5%	15%
CCSc1nc(-c2cccnc2)ccc1C#N	23	30%	-31%[inhibitor]	i	-1%	9%	i	72%[activator]	u
CC(=O)Nc1ccc(-c2ccnc3c2CC(C(=O)NCc2cccc(Cl)c2)O3)cc1 (configuration not stated)	-1	u	-2%	i	2%	17%	i	3.5µM*	-18%
O=[N+]([O-])c1cc(Cl)cc(/C=N/NC(=S)Nc2cc(S(=O)(=O)N3CCOCC3)ccc2Cl)c1O	-50*	-2%	-9%	-15%	8%	0%	i	u	-2%
CCOCC(=O)Nc1cc(C)on1	8	-2%	13%	-19%	-4%	28%	i	11%	-32%
O=C(OC1CCCCC1)c1ccc(NC(=O)c2ccco2)cc1	64	-3%	-25%[9.22 µM]	i	-26%	35µM*	i	u	-3%
CCc1nc(SCCO)c2oc3ccccc3c2n1	-24	u	-11%	0%[57.5 µM]	4%	0%	i	6%	-4%
O=C(c1ccccc1F)N1CCN(S(=O)(=O)c2ccc(Br)cc2)CC1	-13	1%	-9%	-9%	-2%	-6%	i	-16%	13%
CCN(CC)S(=O)(=O)c1ccc2[nH]cc(C(=O)NCCCN3CCCCC3)c(=O)c2c1	-14	5%	-3%	u	1%	-14%	i	0%	13%
Cc1ccc(OCCn2c(=O)oc3ccc(C)cc32)cc1	3	4%	3%	-8%	16%	11%	i	u	-8%
CCCCN1C(=O)NC(NS(=O)(=O)c2ccc(N)cc2)(C(F)(F)F)C1=O (configuration not stated)	31	-8%	18%	i	1%	-8%	x	0%	5%
CCN1C(=O)[C@H]2[C@@H](c3ccc(-c4ccc(OC)cc4)cc3)N[C@@](C)(C(=O)OC)[C@H]2C1=O	2	2%	5%	-6%	9%	14%	i	-12%	-12%
CCCCCc1ccc(-c2cn(Cc3ccc4ccccc4c3)nn2)cc1	-17	-6%	-7%	-11%	-1%	3%	i	26%	-26%
Cc1cc(C)nc(NNS(=O)(=O)c2c(F)cc(F)cc2Br)n1	u	-3%	21%	-24%	u	u	i	2%	x
